From PubChem BioAssay
PTHR1 ag: activates the human parathyroid hormone receptor PTHR1 | Potency, µM (titrated, usually from 115 µM), inactives show at the top dose activation, most hits filed as activators | AID 743266 | actives 0.075% (n = 410,000) | HEK293 GP2 PTHR1 cells, GloSensor cAMP luminescence, 1 h | Q03431; further: potency means the concentration at half of the fitted maximal effect; nearly all actives have a fitted effect of over 55% in size; some results filed as inactive show a strong effect at the top dose; inactives centre near -15; many of its hits are not listed in these tables
Target sequence (Q03431 whole entry, looked up): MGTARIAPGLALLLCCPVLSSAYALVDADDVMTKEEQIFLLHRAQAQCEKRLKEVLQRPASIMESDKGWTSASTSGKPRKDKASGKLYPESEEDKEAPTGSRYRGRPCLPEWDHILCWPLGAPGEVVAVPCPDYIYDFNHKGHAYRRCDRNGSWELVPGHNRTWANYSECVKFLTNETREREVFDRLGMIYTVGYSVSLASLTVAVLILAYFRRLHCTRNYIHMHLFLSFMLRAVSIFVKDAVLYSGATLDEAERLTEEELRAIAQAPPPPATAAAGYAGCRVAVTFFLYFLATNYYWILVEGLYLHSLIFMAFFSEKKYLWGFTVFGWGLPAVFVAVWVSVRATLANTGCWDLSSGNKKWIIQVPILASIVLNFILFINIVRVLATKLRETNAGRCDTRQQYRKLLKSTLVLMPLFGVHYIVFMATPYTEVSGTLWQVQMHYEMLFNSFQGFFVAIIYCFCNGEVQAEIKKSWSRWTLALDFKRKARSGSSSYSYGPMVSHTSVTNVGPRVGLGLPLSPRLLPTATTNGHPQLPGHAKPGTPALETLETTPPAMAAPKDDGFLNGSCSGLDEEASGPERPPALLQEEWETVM
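HEK-293-derived GP2 cells expressing PTHR1 and a GloSensor cAMP reporter, 3,000/well, plated overnight, given luciferin plus IBMX (each 0.5 mM as added) for 1 h at 37 °C, then compound for 1 h at 37 °C. Luminescence was read after 15 min at room temperature.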
EPAC2 antagonist: antagonists of human EPAC2 | Potency, µM (top dose mostly 114 µM), for the others: at the highest dose activity, negative = inhibition, usual class: inhibitors | EPAC2 GEF exchange of Rap1B-BODIPY-GDP, fluorescence | Q8WZA2 | actives 0.18% (n = 360,000); further: potency means the concentration at half of the fitted maximal effect; on the % scale 0 is the no-effect control and ±100 the full control effect; nearly all actives have a fitted effect of over 45% in size; many of its hits are not listed in these tables
D3 antag: antagonists of human D3 dopamine receptor | max response, negative = inhibition, % | actives 2.5% (n = 360,000) | AID 652054 | D3R cells, DiscoveRx beta-arrestin luminescence, antagonist mode; stronger effect = lower value | P35462; in the data active means max response below about -50%; inconclusive means no clear call, values can overlap the other calls; further: on the % scale 0 is the no-effect control and ±100 the full control effect; mostly tested at two doses, the higher about 12 µM
Target sequence (P35462 whole entry, looked up): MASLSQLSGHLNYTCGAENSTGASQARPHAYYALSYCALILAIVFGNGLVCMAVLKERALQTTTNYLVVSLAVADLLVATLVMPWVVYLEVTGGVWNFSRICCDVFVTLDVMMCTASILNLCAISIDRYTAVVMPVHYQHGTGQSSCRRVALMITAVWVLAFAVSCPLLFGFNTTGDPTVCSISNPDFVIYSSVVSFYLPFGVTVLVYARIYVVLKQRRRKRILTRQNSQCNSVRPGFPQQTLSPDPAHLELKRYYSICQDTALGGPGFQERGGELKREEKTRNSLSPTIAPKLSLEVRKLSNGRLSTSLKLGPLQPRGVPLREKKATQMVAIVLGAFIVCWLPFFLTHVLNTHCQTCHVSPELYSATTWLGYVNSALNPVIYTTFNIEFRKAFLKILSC
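Cells expressing the human receptor were seeded at 1500 cells/well, incubated overnight at 37 degrees C in 5% CO2, then exposed to library compounds with dopamine controls for 90 minutes at 37 degrees C before luminescent detection.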
CCT chaperon mod: changes cytosolic chaperonin activity. purified chaperonin ATPase assay, HTRF ADP detection, 30 min. activity change, % (concentration not given with the values), hits read low. actives 0.3% (n = 360,000); in the data active means activity change below about -30%; further: on the % scale 0 is the no-effect control and ±100 the full control effect
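First, chaperonin was dispensed at 40 nM or 20 nM final depending on batch activity. Next, compounds were pinned at 76 uM and ATP added at 10 uM. After 30 min at 37 °C, ADP detection reagents ran 30 min at ambient temperature.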
pAkt inh: blocks phosphorylation of Akt | Neuro2A IGF-stimulated pAkt S473 HTRF, 20 min; stronger effect = lower value | activity change, % for hits at 50 µM | actives 0.32% (n = 360,000) | AID 651550; in the data active means activity change below about -80%; inconclusive means mostly about -51% to -80%; further: on the % scale 0 is the no-effect control and ±100 the full control effect
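Neuro2A cells in DMEM with 0.5% FBS, overnight at 37 deg C, given compound at single 50 µM final, then IGF (6 nM final) for 20 min at 37 deg C. Lysed; phospho-Akt Ser473 by HTRF after 24 h, 665/615 ratio.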
D3 ag: agonists of human D3 dopamine receptor; actives 0.58% (n = 410,000); D3R DiscoveRx beta-arrestin cells, luminescence, 90 min; max activation, %; P35462; in the data active means max activation above about 30%; further: 0% is about no effect; mostly tested at two doses, the higher about 12 µM
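Agonist-mode cell screen: cells plated at 1500/well and incubated overnight at 37 °C, then exposed to library compounds for 90 min at 37 °C. Detection reagent was added for 30–60 min at room temperature, and luminescence was read.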
Mm-Cpn inhibitor: blocks the Methanococcus maripaludis chaperonin Mm-Cpn | Potency, µM (titrated, usually from 76.9 µM), for inactives: at the top dose activity, negative = inhibition, usual class: inhibitors | actives 0.031% (n = 330,000) | purified Mm-Cpn ATPase, ADP Transcreener TR-FRET; further: potency means the concentration at half of the fitted maximal effect; on the % scale 0 is the no-effect control and ±100 the full control effect; nearly all actives have a fitted effect of over 80% in size
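Purified archaeal Mm-CPN (25nM final) preincubated 10 min at 37degC with compound, then 10uM ATP for 30 min at 37degC; ADP measured by HTRF Transcreener TR-FRET; buffer 30 mM TRIS pH 7.4, 100mM KCl, 5mM MgCl2, 1mM DTT.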
EPAC2 agonist: EPAC2 (human) agonism. actives 0.079% (n = 360,000). Potency, µM (highest dose often 154 µM), inactives show at the top dose activation, most hits filed as activators. EPAC2 activation, biochemical qHTS; response scale: 100% = 6.5 mM cAMP response. Q8WZA2; further: potency means the concentration at half of the fitted maximal effect; nearly all actives have a fitted effect of over 50% in size
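In this primary screen, activation is scored as increased exchange of BODIPY-GDP from Rap1B by 100 nM EPAC2, with 50 uM GDP as competitor. Signal is normalized to the 6.5 mM cAMP agonist control.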
An asterisk follows results filed as active; [ ] = remark or other dose. Unless noted, the call rests on the fitted dose curve; in most records, active means well fitted curve in the direction sought with a large enough effect; inconclusive means small, poorly fitted or top-dose-only effect, or another doubt; inactive means no such curve, though single readings can be large; an effect the other way counts as inactive or inconclusive. Some of the compounds tested (hit frequency here may not be typical).

Results for CCOC(=O)N1CCC(N2C(=O)c3ccccc3C2Nc2ccc(C)cc2)CC1 (configuration not stated) ?
PTHR1 ag: -7%; EPAC2 antagonist: -9%; D3 antag: -12; CCT chaperon mod: -0.8; pAkt inh: inactive; D3 ag: 1; Mm-Cpn inhibitor: 3%; EPAC2 agonist: 1%

What do the screens show for `CCn1ccnc1CN1CCCCC1C(=O)Nc1ccc(Oc2cccnc2)cc1` (configuration not stated)?
PTHR1 ag: -12%; EPAC2 antagonist: -16%; D3 antag: 2; CCT chaperon mod: -5.9; pAkt inh: inactive; D3 ag: -13; Mm-Cpn inhibitor: 0%; EPAC2 agonist: 2%

Results for CCCCNC(=O)C[C@@H]1C[C@@]2(C(=O)OC)CC(C)(C)CC=C2N(CCc2ccc(OC)c(OC)c2)C1=O ?
PTHR1 ag: 6%; EPAC2 antagonist: -18%; D3 antag: 5; pAkt inh: inactive; D3 ag: -3; EPAC2 agonist: -2%

Results for O=C(/C=C/c1ccccc1Cl)c1ccc(O)cc1 ?
PTHR1 ag: -19%; EPAC2 antagonist: -14%; D3 antag: -16; CCT chaperon mod: 0.1; pAkt inh: inactive; D3 ag: -13; Mm-Cpn inhibitor: -6%; EPAC2 agonist: 12%

Results for Cc1c(N)ccc(-n2nc3ccccc3n2)c1C ?
PTHR1 ag: -5%; EPAC2 antagonist: -14%; D3 antag: -5; CCT chaperon mod: -3.4; pAkt inh: inactive; D3 ag: -2; EPAC2 agonist: 11%

Results for Cc1cc(C)nc(SCc2ccc(C(=O)N/N=C/c3ccco3)cc2)n1 ?
PTHR1 ag: inactive; EPAC2 antagonist: 12%; D3 antag: -18; CCT chaperon mod: -0.9; pAkt inh: inactive; D3 ag: 1; Mm-Cpn inhibitor: 1%; EPAC2 agonist: 5%

What do the screens show for `CCOC(=O)C1(C)CCCN1C(=O)c1cccc2ccccc12` (configuration not stated)?
PTHR1 ag: inactive; EPAC2 antagonist: -10%; D3 antag: 0; CCT chaperon mod: 0.4; pAkt inh: inactive; D3 ag: -7; EPAC2 agonist: 5%

Results for Cc1ccsc1/C=N/NC(=O)Cc1ccc([N+](=O)[O-])cc1 ?
PTHR1 ag: -13%; EPAC2 antagonist: -3%; D3 antag: -15; CCT chaperon mod: -0.3; pAkt inh: inactive; D3 ag: -6; EPAC2 agonist: -2%

How did CCOc1cc(C(=O)OCC(=O)Nc2cc(C)on2)ccc1OCC(C)C do in these assays?
PTHR1 ag: inactive; EPAC2 antagonist: 8%; D3 antag: -3; CCT chaperon mod: 0.9; pAkt inh: inactive; D3 ag: 4; Mm-Cpn inhibitor: 0%; EPAC2 agonist: -5%

What do the screens show for `Cc1ccc(N(CC(=O)NCc2cccnc2)S(C)(=O)=O)cc1C`?
PTHR1 ag: inactive; EPAC2 antagonist: -3%; D3 antag: -10; CCT chaperon mod: -2.7; pAkt inh: inactive; D3 ag: 1; Mm-Cpn inhibitor: 0%; EPAC2 agonist: 10%

What do the screens show for `O=C(O)C1SCCN1S(=O)(=O)c1ccc2ccccc2c1` (configuration not stated)?
PTHR1 ag: inactive; EPAC2 antagonist: 12%; D3 antag: 11; CCT chaperon mod: 0.9; pAkt inh: inactive; D3 ag: 1; Mm-Cpn inhibitor: -4%; EPAC2 agonist: 1%

How did Cc1cccc(C)c1NC(=O)CNC(=O)c1c(-c2ccccc2)noc1C do in these assays?
PTHR1 ag: inactive; EPAC2 antagonist: -4%; D3 antag: -3; CCT chaperon mod: -2.0; pAkt inh: inactive; D3 ag: -2; Mm-Cpn inhibitor: 1%; EPAC2 agonist: -6%

How did CCN(CC)C(=O)c1sc(NC(=O)c2cccnc2)c(C(=O)OC)c1C do in these assays?
PTHR1 ag: inactive; EPAC2 antagonist: 5%; D3 antag: 28; CCT chaperon mod: -2.8; pAkt inh: inactive; D3 ag: -2; Mm-Cpn inhibitor: 1%; EPAC2 agonist: -4%

What do the screens show for `Cc1ccc(CNC(=O)c2cc3c(=O)n4ccccc4nc3n(CC3CCCO3)c2=N)cc1` (configuration not stated)?
PTHR1 ag: inactive; EPAC2 antagonist: 0%; D3 antag: 14; CCT chaperon mod: -0.7; pAkt inh: inactive; D3 ag: 1; Mm-Cpn inhibitor: 1%; EPAC2 agonist: -1%

Results for COc1ccccc1N(CC(=O)Nc1ccc2c(c1)OCCO2)S(=O)(=O)c1ccc(C)cc1 ?
PTHR1 ag: inactive; EPAC2 antagonist: -9%; D3 antag: 8; CCT chaperon mod: 1.6; pAkt inh: inactive; D3 ag: -25; Mm-Cpn inhibitor: -1%; EPAC2 agonist: 0%

What do the screens show for `C=C(C)CC(NCc1ccco1)c1ccc(OC)cc1` (configuration not stated)?
PTHR1 ag: -45%[inhibitor][57.5 µM]; EPAC2 antagonist: 7%; D3 antag: 28; CCT chaperon mod: 0.5; pAkt inh: inactive; D3 ag: -15; Mm-Cpn inhibitor: -2%; EPAC2 agonist: 1%

Results for CC(C(=O)O)n1nc(-c2ccccc2)c2ccccc21 (configuration not stated) ?
PTHR1 ag: -23%; EPAC2 antagonist: -9%; D3 antag: -10; CCT chaperon mod: -3.0; pAkt inh: inactive; D3 ag: -4; Mm-Cpn inhibitor: 1%; EPAC2 agonist: 11%

Results for CC1(C)CC(=O)C(C=NCCN2CCN(C3CC(=O)N(c4ccc(F)cc4)C3=O)CC2)=C(O)C1 (configuration not stated) ?
PTHR1 ag: -22%; EPAC2 antagonist: 9%; D3 antag: 3; CCT chaperon mod: -4.3; pAkt inh: inactive; D3 ag: -5; Mm-Cpn inhibitor: 1%; EPAC2 agonist: 5%

Results for O=C(CSc1nnc(-c2ccccc2F)o1)NC(=O)Cc1ccccc1 ?
PTHR1 ag: inactive; EPAC2 antagonist: 1%; D3 antag: 21; CCT chaperon mod: -29; pAkt inh: inactive; D3 ag: 7; Mm-Cpn inhibitor: -6%; EPAC2 agonist: 1%

How did O=S(=O)(c1cnccc1N1CCN(CCO)CC1)N1CCCC1 do in these assays?
PTHR1 ag: -12%; EPAC2 antagonist: -1%; D3 antag: -4; CCT chaperon mod: 1.5; pAkt inh: inactive; D3 ag: -8; EPAC2 agonist: 2%

Results for O=C(CNC(=O)c1cc2ccccc2o1)NCc1cccs1 ?
PTHR1 ag: -9%; EPAC2 antagonist: -1%; D3 antag: -11; CCT chaperon mod: -6.0; pAkt inh: inactive; D3 ag: 0; Mm-Cpn inhibitor: 0%; EPAC2 agonist: -13%

How did Cc1cc(=S)cc(C)n1CCCn1ccnc1 do in these assays?
PTHR1 ag: -8%[57.5 µM]; EPAC2 antagonist: 2%; D3 antag: 44; CCT chaperon mod: 2.1; D3 ag: 5; Mm-Cpn inhibitor: -1%; EPAC2 agonist: -1%[15.6 µM]

Results for O=C(OCC(=O)c1cccs1)c1cccc(C(=O)OCC(=O)c2cccs2)n1 ?
PTHR1 ag: -1%[57.5 µM]; EPAC2 antagonist: 6%; D3 antag: -18; CCT chaperon mod: 5.2; pAkt inh: inactive; D3 ag: -4; Mm-Cpn inhibitor: -10%; EPAC2 agonist: 8%

Results for O=C1C(Cl)=C(NCCCN2CCOCC2)C(=O)c2ccccc21 ?
PTHR1 ag: -12%; EPAC2 antagonist: -9%; D3 antag: inconclusive; CCT chaperon mod: -3.5; pAkt inh: inactive; D3 ag: 2; EPAC2 agonist: 8%

Results for COC(=O)CSc1nc(N)c2c3c(sc2n1)CCCC3 ?
PTHR1 ag: -10%[57.5 µM]; EPAC2 antagonist: 10%; D3 antag: 10; CCT chaperon mod: -1.2; pAkt inh: inactive; D3 ag: 0; Mm-Cpn inhibitor: 0%; EPAC2 agonist: 1%

How did CC(C)N(CCn1c(SCC(=O)Nc2cccnc2Cl)nc2ccccc2c1=O)C(C)C do in these assays?
PTHR1 ag: -23%; EPAC2 antagonist: -5%; D3 antag: -4; CCT chaperon mod: -0.4; pAkt inh: inactive; D3 ag: 0; Mm-Cpn inhibitor: 1%; EPAC2 agonist: 3%

What do the screens show for `COc1ccc(/C=C/C(=O)Nc2cc(S(=O)(=O)N3CCCCC3)ccc2N2CCCCC2)cc1OC`?
PTHR1 ag: inactive; EPAC2 antagonist: 2%; D3 antag: 4; CCT chaperon mod: -1.7; pAkt inh: inactive; D3 ag: -7; Mm-Cpn inhibitor: 1%; EPAC2 agonist: 7%

How did Cc1cc(C)nc(SCc2ccc(C(=O)NN=C3CCCC3)cc2)n1 do in these assays?
PTHR1 ag: inconclusive; EPAC2 antagonist: -1%; D3 antag: -19; CCT chaperon mod: -0.3; pAkt inh: inactive; D3 ag: -4; Mm-Cpn inhibitor: -2%; EPAC2 agonist: 2%

What do the screens show for `CCN(CC)S(=O)(=O)c1ccc(/C=C/C(=O)NC2CCCCC2)cc1`?
PTHR1 ag: -23%; EPAC2 antagonist: -5%; D3 antag: 2; CCT chaperon mod: 3.5; pAkt inh: inactive; D3 ag: -15; Mm-Cpn inhibitor: 1%; EPAC2 agonist: 2%

Some of these compounds in order of SMILES length, smallest number first.
What do the screens show for `O=C(O)C1SCCN1S(=O)(=O)c1ccc2ccccc2c1` (configuration not stated)?
PTHR1 ag: inactive; EPAC2 antagonist: 12%; D3 antag: 11; CCT chaperon mod: 0.9; pAkt inh: inactive; D3 ag: 1; Mm-Cpn inhibitor: -4%; EPAC2 agonist: 1%

What do the screens show for `CCOC(=O)C1(C)CCCN1C(=O)c1cccc2ccccc12` (configuration not stated)?
PTHR1 ag: inactive; EPAC2 antagonist: -10%; D3 antag: 0; CCT chaperon mod: 0.4; pAkt inh: inactive; D3 ag: -7; EPAC2 agonist: 5%

How did CC(C)N(CCn1c(SCC(=O)Nc2cccnc2Cl)nc2ccccc2c1=O)C(C)C do in these assays?
PTHR1 ag: -23%; EPAC2 antagonist: -5%; D3 antag: -4; CCT chaperon mod: -0.4; pAkt inh: inactive; D3 ag: 0; Mm-Cpn inhibitor: 1%; EPAC2 agonist: 3%

Results for COc1ccccc1N(CC(=O)Nc1ccc2c(c1)OCCO2)S(=O)(=O)c1ccc(C)cc1 ?
PTHR1 ag: inactive; EPAC2 antagonist: -9%; D3 antag: 8; CCT chaperon mod: 1.6; pAkt inh: inactive; D3 ag: -25; Mm-Cpn inhibitor: -1%; EPAC2 agonist: 0%
